tim23-1 inh – inhibits growth of tim23-1 mutant yeast | S. cerevisiae tim23-1 growth, BacTiter-Glo luminescence, 24 h | inhibition, % at 20 µM | 330,000 compounds, 1.3% hits;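 active = growth inhibition of the mutant yeast at or above 50%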;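 note: temperature-sensitive mutant grown at 25 °C; plate controls were DMSO-treated mutant yeast for no effect and medium wells lacking yeast for full effect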
Jurkat NFkB inh – lowers PMA/ionomycin-induced NF-kB signal in Jurkat cells; PMA/ionomycin-induced NF-kB luciferase reporter, luminescence; inhibition, % at 4 µM; 330,000 compounds, 0.53% hits; AID 435003; in the data active = inhibition above about 50%
697 NFkB inh – inhibitors of the PMA/ionomycin-induced NF-kB reporter in 697 B cells; inhibition, % at 4 µM; 697 B-cell NF-kB luciferase reporter, 16 h; 330,000 compounds, 0.33% hits; in the data active = inhibition above about 35%
UPR XBP1 act – adaptive UPR (XBP1) activation | CHO-XBP1 luciferase reporter, IRE1-XBP1 UPR activation, luminescence; percent of tunicamycin response, DMSO as zero | 330,000 compounds, 0.33% hits | activation, % at 20 µM | AID 463104;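 active = versus positive control, 20 µM dose yields 30% or more activation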;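 note: 100% = tunicamycin at 10 µg/mL and 0% = DMSO only wells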
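Assay system: CHO-XBP1 luciferase reporter cells; Schedule: 6 h treatment, 37 °C; Detection: glow luminescence from Steady-Glo reagent; Benchmarks: high control tunicamycin 10 µg/mL final, low control DMSO vehicle only.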
TIM10 inh – inhibits growth of TIM10 yeast strain. 330,000 compounds, 1.4% hits. inhibition, % at 10 µM. S. cerevisiae TIM10 strain growth, BacTiter-Glo luminescence, 24 h;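 active = inhibition of 40% or more at the single tested concentration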;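 note: wild-type TIM10 isogenic control strain grown at permissive 25 °C; 0% = DMSO yeast wells and 100% = minimal medium wells without yeast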
Mdm2-MdmX inh – human Mdm2/MdmX binding inhibition; O15151+Q00987; SaOS-2 split-luciferase Mdm2/MdmX complementation, luminescence; inhibition, % at 8 µM; 330,000 compounds, 3% hits; AID 485346;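 active = inhibition of at least 50% at 8 µM in the primary screen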
Target sequence (O15151 whole entry, looked up): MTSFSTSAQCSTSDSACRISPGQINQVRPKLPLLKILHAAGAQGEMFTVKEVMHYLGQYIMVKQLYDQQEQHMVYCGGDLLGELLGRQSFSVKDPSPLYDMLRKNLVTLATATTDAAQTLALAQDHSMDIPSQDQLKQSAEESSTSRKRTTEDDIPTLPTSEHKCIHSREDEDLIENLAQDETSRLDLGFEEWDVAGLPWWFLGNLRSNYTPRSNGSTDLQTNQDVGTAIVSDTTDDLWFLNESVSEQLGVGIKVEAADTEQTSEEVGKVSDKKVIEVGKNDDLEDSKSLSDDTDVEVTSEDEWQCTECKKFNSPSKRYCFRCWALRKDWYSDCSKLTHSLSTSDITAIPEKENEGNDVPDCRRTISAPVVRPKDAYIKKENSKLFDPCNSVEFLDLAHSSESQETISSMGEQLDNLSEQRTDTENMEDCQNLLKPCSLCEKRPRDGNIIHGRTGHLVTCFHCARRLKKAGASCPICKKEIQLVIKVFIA
Target sequence (Q00987 whole entry, looked up): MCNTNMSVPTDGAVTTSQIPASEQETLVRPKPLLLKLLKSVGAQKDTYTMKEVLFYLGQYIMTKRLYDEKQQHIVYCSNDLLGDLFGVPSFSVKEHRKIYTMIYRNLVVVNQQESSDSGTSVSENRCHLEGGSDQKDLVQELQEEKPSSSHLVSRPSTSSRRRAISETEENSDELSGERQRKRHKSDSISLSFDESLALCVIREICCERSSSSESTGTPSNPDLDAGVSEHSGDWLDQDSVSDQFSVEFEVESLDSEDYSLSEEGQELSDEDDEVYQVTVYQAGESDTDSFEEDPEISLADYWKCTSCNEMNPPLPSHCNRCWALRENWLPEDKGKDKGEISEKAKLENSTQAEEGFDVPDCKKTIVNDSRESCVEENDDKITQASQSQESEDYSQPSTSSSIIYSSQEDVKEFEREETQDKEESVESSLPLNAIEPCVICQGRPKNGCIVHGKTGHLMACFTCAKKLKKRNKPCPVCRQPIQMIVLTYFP
CHOP UPR activ – apoptotic UPR (CHOP) activation; CHO-CHOP luciferase reporter, luminescence; percent of tunicamycin response over DMSO baseline; activation, % at 10 µM; 330,000 compounds, 0.34% hits; AID 449763;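 active = at 10 µM dose, activation of 40% or more, normalized to positive control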;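 note: 100% = tunicamycin at 10 µg/mL and 0% = DMSO alone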
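Dosing – one dose, 10 µM in 0.5% DMSO · System – CHO-CHOP cells, stable luciferase reporter of PERK-eIF2a-CHOP signalling · Input – 500 cells/well · Control set – tunicamycin 10 µg/mL final as positive, DMSO-only wells as negative · Timing – 6 h compound treatment, 37 °C · Measure – % activation vs tunicamycin · Technique – luminescence read with Steady-Glo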
tim10-1 inh – tim10-1 yeast growth inhibition. S. cerevisiae tim10-1 ts strain growth, BacTiter-Glo, 24 h. inhibition, % at 20 µM. 330,000 compounds, 2.2% hits;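 active = inhibition of at least 40%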;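 note: mutant grown at 25 °C; 0% = DMSO wells with yeast and 100% = wells holding no yeast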
* = called active by the depositor. The order is random; 6.6% or so of the library scored in one or more.

SMILES	tim23-1 inh	Jurkat NFkB inh	697 NFkB inh	UPR XBP1 act	TIM10 inh	Mdm2-MdmX inh	CHOP UPR activ	tim10-1 inh
COC(=O)C(C)N1C(=O)S/C(=C\c2cc(C)n(-c3ccccn3)c2C)C1=O (stereo not drawn)	-6	-59	-67	2	-7	24	3.5	13
COc1cccc(C2=CC(c3ccc(N(C)C)cc3)n3nnnc3N2)c1 (stereo not drawn)	-1	-17	-6	0	1	9	1.1	3
Cc1cc([N+](=O)[O-])ccc1N	-14	25	-6	-3	-5	-10	-2.1	2
Cc1ccccc1C1C(C#N)=C(N)N(N(C)C)C2=C1C(=O)CC(C)(C)C2 (stereo not drawn)	9	-3	-16	-6	19	10	1.5	3
CCC(C)NS(=O)(=O)c1ccc(OC)c(Cl)c1Cl (stereo not drawn)	22	13	18	-2	29	3	2.0	17
CCCCn1nc(C(=O)N(CC(C)C)c2c(N)n(CCCC)c(=O)[nH]c2=O)c2ccccc2c1=O	1	8	-10	-2	1	17	0.3	-10
NNC(=O)c1nc[nH]c1C(=O)Nc1ccccc1[N+](=O)[O-]	19	-3	-3	-5	21	-6	-0.5	24
COC(=O)C1=C(C(=O)OC)[C@@H]2N(Cc3ccccc3)c3ccccc3[C@@]23C[C@@H](C(=O)OC)N(C(=O)C2CCC2)C3=N1	19	4	-4	-2	18	27	0.0	12
COc1ccccc1N(C)S(=O)(=O)c1ccc(Cl)c(C(=O)Nc2ccncc2)c1	26	2	9	-7	12	47	-0.7	23
O=C(NCc1ccc(Cl)cc1)C(=O)NCC1OCCN1S(=O)(=O)c1cc(F)ccc1F (stereo not drawn)	13	1	7	-5	0	1	4.8	2
Cc1nn(C)cc1NC(=O)CC12CC3CC(CC(C3)C1)C2	23	4	16	-2	9	4	-1.5	12
N#Cc1ccc(OCC(=O)NCC2(N3CCCCC3)CCCCC2)cc1	2	-5	12	-2	-3	10	1.4	14
C=C(C)C(=O)Nc1cccc(C2=NOC3(C2)C[C@@H](C(N)=O)N(C(=O)CC(c2ccccc2)c2ccccc2)C3)c1 (stereo partly drawn)	12	5	8	-1	-4	33	-1.0	4
O=C(C1CCN(S(=O)(=O)c2c(Cl)cccc2Cl)CC1)N1CCCCCCC1	32	-10	-37	1	11	26	0.6	30
COC(=O)[C@H](CC(C)C)NS(=O)(=O)c1ccccc1	-2	4	6	-2	3	-16	-1.1	-8
Cn1c(SCC(=O)N2CCCCC2)nc2c(c1=O)SCC2	23	1	-24	-1	12	-7	0.5	21
COc1ccc2oc(=O)c(C(=O)NCc3cccnc3)cc2c1	1	12	17	-2	-9	10	-1.5	-8
Cc1cccc(OCCCN2CCCCCC2)c1	-31	7	21	-2	3	4	0.5	2
CCCCCCCCNC(=O)c1ccc(C)cc1	11	-25	80*	-2	-15	-9	-1.7	-10
COC(=O)CC1SC(=O)NC1=Nc1cccc(C)c1 (stereo not drawn)	4	3	13	-1	-14	-5	-0.8	4
O=c1c2c3nc4ccccc4nc3n(-c3ccc4c(c3)OCCO4)c2ncn1C1CCCC1	-6	-2	-21	10	8	40	77*	28
Cc1cccc(N2CCN(C(=O)c3cc(S(=O)(=O)N4CCOCC4)cn3C)CC2C)c1 (stereo not drawn)	-3	2	2	-5	2	15	-0.8	-7
Cc1nn(C(C)C(=O)NC2CCCCC2)c(=O)c2nn(-c3ccccc3)c(C)c12 (stereo not drawn)	9	5	5	-4	-2	19	-0.4	26
COc1ccc(C(CNC(=O)COc2cccc(C(F)(F)F)c2)N2CCCC2)cc1 (stereo not drawn)	-2	0	1	0	12	21	-1.3	4
CCCN(CCC)C(=O)C1CC(=O)OC12CCOC(C)(C)C2 (stereo not drawn)	7	5	5	0	4	-6	-0.6	7
CCn1cc(C(=O)NCC2CCCO2)c(=O)c2cc(S(=O)(=O)N(C)C)ccc21 (stereo not drawn)	-2	3	0	1	-9	14	1.5	-23
O=C(NC(=S)N1CCN(c2ccc(Cl)cc2[N+](=O)[O-])CC1)c1ccco1	40	6	15	-3	32	-4	0.9	25
COc1ccc(C(=O)Nc2ccc(NC(=O)c3cccs3)cc2)cc1Cl	-23	-8	-1	1	-15	20	0.0	18
CN(C)CCCNC(=O)c1ccc(=O)[nH]n1	-2	6	22	-1	8	1	-0.2	6
O=C(NC(=O)c1c(Cl)cccc1Cl)Nc1ccc(Oc2cccnc2)nc1	33	-28	-7	-4	-23	7	1.1	18
COC(=O)CSc1nc(C)cc(C)n1	9	-13	7	-4	5	-18	-2.5	1
Cc1ccc(S(=O)(=O)NCC(=O)N(CC(=O)NCC2CCCO2)Cc2ccc(Cl)cc2)cc1 (stereo not drawn)	7	-5	18	7	1	-6	0.6	-1
O=C(NCCNC1CCN(Cc2ccccc2)CC1)c1cccs1	-59	-6	12	2	-29	-3	-4.6	-18
Cc1cccnc1NC(=O)C1CCN(S(=O)(=O)c2c(C)noc2/C=C/c2ccco2)CC1	15	-14	19	-2	7	-17	1.7	10
Cc1cccc2nc(CNC(=O)C3CCC(=O)N(Cc4ccccc4F)C3)cn12 (stereo not drawn)	-4	-13	-27	-3	7	-13	1.5	-8
COCc1cc(=O)[nH]c(N2CCN(Cc3ccc4c(c3)OCO4)CC2)n1	16	-10	13	-1	-16	-6	-0.2	9
O=C(CNC(=O)C1COc2ccccc2O1)Nc1cc(Cl)ccc1Cl (stereo not drawn)	35	18	10	-2	16	23	2.5	23
Cc1ccc(C(=O)NC(=S)Nc2ccccc2N2CCOCC2)cc1C	38	10	5	-3	20	29	1.5	21
CC(=O)c1ccc(-c2ccc(Cn3c(C)nc4cc(N)c(C)nc43)cc2)cc1	10	13	1	-1	15	17	0.6	10
COc1ccc(NC2=C(NC(C)=O)C(=O)c3ccccc3C2=O)cc1	22	1	4	-4	5	4	-1.1	33
COc1ccc(N(CC(=O)N2CCCC2)S(=O)(=O)c2ccc(NC(C)=O)cc2)cc1	13	-11	-6	3	-1	3	-0.2	11
CS(=O)(=O)c1nc(S(=O)(=O)c2ccc(Cl)cc2)c(NCc2ccccn2)s1	-3	-3	8	-2	19	13	1.5	15
COc1ccc(F)c(CN2CCC(CO)(Cc3cccc(C(F)(F)F)c3)CC2)c1	10	-7	5	1	-5	14	-1.7	-17
CC(C)C[C@@]12C(=O)N(c3cccc(Br)c3)C(=O)N1[C@H](c1ccc(Cl)cc1)[C@@H]1C(=O)N(C3CCCCC3)C(=O)[C@@H]12	18	10	-15	1	12	-7	0.5	-1
O=C(Nc1nccs1)C1CC(=O)N(CCc2ccc(F)cc2)C1 (stereo not drawn)	2	14	19	-5	1	23	2.8	5
O=C(CCN1C(=O)c2ccncc2C1=O)Nc1ccc(F)cc1	12	-11	2	-1	-7	-13	-1.2	7
CCOC(=O)c1sc(NC(=O)CSc2nc(-c3ccco3)cc(C(F)(F)F)n2)c(C#N)c1C	13	5	-6	-1	11	15	-2.2	5
OC(c1cccs1)c1nccc2ccccc12 (stereo not drawn)	8	-8	-13	-1	-1	3	0.0	23
CCCC(=O)Nc1sc(C)c(-c2ccc(C(C)CC)cc2)c1C#N (stereo not drawn)	0	12	-42	-1	-12	-1	1.9	7
CCCCC(=O)Nc1ccc(C)c(S(=O)(=O)N2CCCCCC2)c1	34	9	11	-2	8	14	-2.7	15
Cc1c(NS(=O)(=O)c2cc(Br)cc3c2N(C(=O)C2CC2)CC3)c(=O)n(-c2ccccc2)n1C	11	-10	14	-2	7	-18	0.8	0
Cc1ccc(C)c(NC(=O)C2CC(O)CN2C(=O)Oc2ccccc2)c1 (stereo not drawn)	8	17	1	-2	-1	10	-0.1	-6
COCCN(C(=S)Nc1ccc(C)cc1)C(C)c1cccnc1 (stereo not drawn)	23	-6	8	0	4	-25	1.5	25
COc1cc(CN2CCc3ccc(NC(=O)CCc4ccccc4OC)cc3C2)ccc1O	9	-21	-21	-4	0	4	0.2	14

Compounds listed so far that have bromine, in the order listed:
SMILES	tim23-1 inh	Jurkat NFkB inh	697 NFkB inh	UPR XBP1 act	TIM10 inh	Mdm2-MdmX inh	CHOP UPR activ	tim10-1 inh
CC(C)C[C@@]12C(=O)N(c3cccc(Br)c3)C(=O)N1[C@H](c1ccc(Cl)cc1)[C@@H]1C(=O)N(C3CCCCC3)C(=O)[C@@H]12	18	10	-15	1	12	-7	0.5	-1
Cc1c(NS(=O)(=O)c2cc(Br)cc3c2N(C(=O)C2CC2)CC3)c(=O)n(-c2ccccc2)n1C	11	-10	14	-2	7	-18	0.8	0

Structures above containing a Cl atom:
SMILES	tim23-1 inh	Jurkat NFkB inh	697 NFkB inh	UPR XBP1 act	TIM10 inh	Mdm2-MdmX inh	CHOP UPR activ	tim10-1 inh
CCC(C)NS(=O)(=O)c1ccc(OC)c(Cl)c1Cl (stereo not drawn)	22	13	18	-2	29	3	2.0	17
COc1ccccc1N(C)S(=O)(=O)c1ccc(Cl)c(C(=O)Nc2ccncc2)c1	26	2	9	-7	12	47	-0.7	23
O=C(NCc1ccc(Cl)cc1)C(=O)NCC1OCCN1S(=O)(=O)c1cc(F)ccc1F (stereo not drawn)	13	1	7	-5	0	1	4.8	2
O=C(C1CCN(S(=O)(=O)c2c(Cl)cccc2Cl)CC1)N1CCCCCCC1	32	-10	-37	1	11	26	0.6	30
O=C(NC(=S)N1CCN(c2ccc(Cl)cc2[N+](=O)[O-])CC1)c1ccco1	40	6	15	-3	32	-4	0.9	25
COc1ccc(C(=O)Nc2ccc(NC(=O)c3cccs3)cc2)cc1Cl	-23	-8	-1	1	-15	20	0.0	18
O=C(NC(=O)c1c(Cl)cccc1Cl)Nc1ccc(Oc2cccnc2)nc1	33	-28	-7	-4	-23	7	1.1	18
Cc1ccc(S(=O)(=O)NCC(=O)N(CC(=O)NCC2CCCO2)Cc2ccc(Cl)cc2)cc1 (stereo not drawn)	7	-5	18	7	1	-6	0.6	-1
O=C(CNC(=O)C1COc2ccccc2O1)Nc1cc(Cl)ccc1Cl (stereo not drawn)	35	18	10	-2	16	23	2.5	23
CS(=O)(=O)c1nc(S(=O)(=O)c2ccc(Cl)cc2)c(NCc2ccccn2)s1	-3	-3	8	-2	19	13	1.5	15
CC(C)C[C@@]12C(=O)N(c3cccc(Br)c3)C(=O)N1[C@H](c1ccc(Cl)cc1)[C@@H]1C(=O)N(C3CCCCC3)C(=O)[C@@H]12	18	10	-15	1	12	-7	0.5	-1
